AMPAR-TARP mod = modulators of AMPA receptor GluA2-stargazin complexes; O88602+P19491; HEK293 GluA2+stargazin, membrane potential dye (FDSS), glutamate EC50; hits were called plate by plate, in both directions; calls only at 30 µM; actives 3.5% (n = 40,000); AID 1259245;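 active = any of four per-well response measures lying three or more SD from its plate-wide compound average, in either direction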
Target sequence (O88602 whole entry, looked up): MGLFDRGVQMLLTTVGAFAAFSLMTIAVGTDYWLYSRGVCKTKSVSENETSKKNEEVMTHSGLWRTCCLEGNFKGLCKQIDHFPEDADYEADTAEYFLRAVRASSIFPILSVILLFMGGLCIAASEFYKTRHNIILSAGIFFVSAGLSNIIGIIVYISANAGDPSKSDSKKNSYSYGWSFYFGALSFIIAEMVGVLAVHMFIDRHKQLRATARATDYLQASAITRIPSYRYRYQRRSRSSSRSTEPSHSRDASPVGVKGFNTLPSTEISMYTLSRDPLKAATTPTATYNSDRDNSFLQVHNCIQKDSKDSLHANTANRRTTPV
Target sequence (P19491 whole entry, looked up): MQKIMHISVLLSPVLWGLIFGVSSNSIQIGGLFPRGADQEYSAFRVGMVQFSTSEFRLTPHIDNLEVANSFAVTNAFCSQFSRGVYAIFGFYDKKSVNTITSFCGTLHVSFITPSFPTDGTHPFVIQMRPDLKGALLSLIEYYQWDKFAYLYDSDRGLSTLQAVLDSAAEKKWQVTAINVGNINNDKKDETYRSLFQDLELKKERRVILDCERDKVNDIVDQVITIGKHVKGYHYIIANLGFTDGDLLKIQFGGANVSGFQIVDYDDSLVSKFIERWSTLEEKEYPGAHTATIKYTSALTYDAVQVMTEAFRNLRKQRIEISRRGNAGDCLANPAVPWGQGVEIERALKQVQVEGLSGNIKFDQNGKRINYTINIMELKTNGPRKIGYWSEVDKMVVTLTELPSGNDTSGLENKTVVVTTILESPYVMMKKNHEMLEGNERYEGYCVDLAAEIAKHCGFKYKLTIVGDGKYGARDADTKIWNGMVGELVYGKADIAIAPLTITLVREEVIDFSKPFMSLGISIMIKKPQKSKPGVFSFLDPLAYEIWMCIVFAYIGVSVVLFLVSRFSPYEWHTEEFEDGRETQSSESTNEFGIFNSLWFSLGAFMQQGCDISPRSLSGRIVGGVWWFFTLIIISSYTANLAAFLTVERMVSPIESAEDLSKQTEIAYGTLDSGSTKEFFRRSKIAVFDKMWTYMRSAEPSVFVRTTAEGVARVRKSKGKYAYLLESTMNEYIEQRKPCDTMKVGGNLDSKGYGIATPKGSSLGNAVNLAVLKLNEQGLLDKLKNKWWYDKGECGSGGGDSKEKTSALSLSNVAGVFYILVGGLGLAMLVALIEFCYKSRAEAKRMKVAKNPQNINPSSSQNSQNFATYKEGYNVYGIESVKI
AMPAR-TARP mod agonism max-min = recorded beside AMPAR-TARP mod, whose call it bears; compound max-min signal; compound-alone response (agonism);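 unitless range of fluorescence divided by baseline over first 100 seconds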
AMPAR-TARP mod glutamate slope = further read-out of AMPAR-TARP mod, marked with its call; glutamate slope, % of max; measured here: glutamate response slope, % max;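 scaled per plate between vehicle wells and maximal 1 mM glutamate control wells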
* marks the source's active call; other numbers are inactive results; i = inactive; + = active, no number; & = joins results of further samples.

Each structure is followed by: AMPAR-TARP mod	AMPAR-TARP mod agonism max-min	AMPAR-TARP mod glutamate slope
> Cc1nc(C)c(C(=O)NCCCn2cccc2)s1
→ i	0.0912	57.0
> CCOc1ccc(-c2ccc(=O)n(CC(=O)NCc3ccccc3Cl)n2)cc1
→ i	0.0417	55.5
> COc1ccc(NC(=O)Cc2csc(Nc3cccc(Cl)c3)n2)c(OC)c1
→ i	0.163	85.0
> O=C(O)c1ccc(Nc2nc(-c3ccccc3)nc3ccccc23)cc1
→ i	0.106	-3.2
> COC(=O)c1ccc(C(=O)Nc2nnc(-c3ccn(C(C)C)n3)o2)cc1
→ i	0.107	46.3
> COc1ccc(CCNC(=O)C(=O)Nc2c3c(nn2C(C)(C)C)CSC3)cc1
→ i	0.0321	45.0
> Cc1cccc(Nc2ccc(N3CCN(C(=O)C4CCC(=O)N4)CC3)nn2)n1 (centres undefined)
→ +	0.375*	38.9*
> CC1=C(C(=O)Nc2ccc(F)cc2)C(c2ccc(C)cc2)C2=C(CC(c3ccccc3)CC2=O)N1 (centres undefined)
→ i	0.114	36.8
> O=C(Cc1csc(Nc2ccc(Cl)cn2)n1)NCC1CCCO1 (centres undefined)
→ i	0.136	56.3
> Cn1nnc2c(=O)n(CC(=O)NCc3ccc4c(c3)OCO4)cnc21
→ i	0.0879	62.8
> O=C(CCCS(=O)(=O)c1ccc(Cl)cc1)Nc1ccccc1-c1nc2ccccc2s1
→ i	0.0687	57.0
> CCN(CC)CCN(C(=O)c1ccnn1C)c1nc2c(OC)ccc(C)c2s1
→ i	0.15	58.9
> O=C(Nc1cccnc1)C1CN(c2nc3c(F)cccc3s2)C1
→ i	0.101	66.0
> COc1ccccc1CNC(=O)CCc1sc(C)nc1-c1cccs1
→ i	0.0825	44.5
> Cc1cc(C)c(S(=O)(=O)N(C)c2ccccc2)cc1N(C)S(=O)(=O)c1ccccc1
→ i	0.152	77.2
> CC(=O)c1ccc(NC(=O)c2nnn(-c3ccc(F)cc3)c2N)cc1
→ i	0.109	57.9
> COc1ccccc1CNC(=O)C(=O)NCCC1CCCCN1S(=O)(=O)c1ccccc1 (centres undefined)
→ +	0.0729*	100.2*
> O=C(CN1C(=O)c2ccccc2S1(=O)=O)Nc1ccc2c(c1)OCO2
→ i	0.123	47.4
> COc1cc(Cl)ccc1S(=O)(=O)N1CCN(S(=O)(=O)c2ccc(Cl)cc2OC)CC1
→ i	0.11	66.3
> OC(COc1ccc2ccccc2c1Br)Cn1ccnc1 (centres undefined)
→ i	0.0613	-2.5

Whole records from above. Values in the order: AMPAR-TARP mod, AMPAR-TARP mod agonism max-min, AMPAR-TARP mod glutamate slope
CC(=O)c1ccc(NC(=O)c2nnn(-c3ccc(F)cc3)c2N)cc1 as listed: i, 0.109, 57.9
Cc1nc(C)c(C(=O)NCCCn2cccc2)s1 as listed: i, 0.0912, 57.0
Cc1cc(C)c(S(=O)(=O)N(C)c2ccccc2)cc1N(C)S(=O)(=O)c1ccccc1 as listed: i, 0.152, 77.2
OC(COc1ccc2ccccc2c1Br)Cn1ccnc1 (centres undefined) as listed: i, 0.0613, -2.5
COc1ccc(CCNC(=O)C(=O)Nc2c3c(nn2C(C)(C)C)CSC3)cc1 as listed: i, 0.0321, 45.0

(next part)
Each structure is followed by: AMPAR-TARP mod	AMPAR-TARP mod agonism max-min	AMPAR-TARP mod glutamate slope
> O=C(NCCN1CCOCC1)C(=O)NC1CCCC1
→ i	0.0765	45.4
> CCOc1ccccc1NC(=O)Cn1nc(C(=O)Nc2ccc(C)cc2)ccc1=O
→ i	0.0273	47.2
> O=C(Cc1cc(-c2cccs2)on1)NCc1ccc2c(c1)OCO2
→ i	0.069	42.1
> COC(=O)c1ccc(CSc2cc(N3CCCC3)ncn2)o1
→ i	0.098	58.0
> CCCc1cc(=O)[nH]c(/N=C(/NC(=O)c2ccccc2)Nc2ccc(F)cc2)n1
→ i	0.0389	46.1
> COc1cccc(C(=O)NCCS(=O)(=O)NCCc2ccccc2)c1
→ i	0.1	76.8
> COc1ccccc1NC(=O)NCC1(c2cccs2)CCOCC1
→ i	0.134	49.8
> Cc1cc(C(F)F)n2ncc(C(=O)NCc3ccccc3Cl)c2n1
→ i	0.0257	48.2
> Cc1nc2ccccc2n1S(=O)(=O)c1ccc2oc(=O)ccc2c1
→ i	0.129	42.7
> Cc1ccc(SCCC(=O)Nc2ccc3scnc3c2)cc1
→ i	0.0517	52.5
> Cc1ccc(COc2ccccc2-n2c(C)cn3c4c(=O)n(C)c(=O)n(C)c4nc23)cc1
→ i	0.0439	26.0
> CC(=O)N1CC(C(=O)NCCC2=CCCCC2)C1
→ i	0.0551	40.7
> Cn1nnc2c(N3CCN(C(=O)CCCc4ccccc4)CC3)ncnc21
→ i	0.0522	30.4
> COc1ccc(CCC(=O)NCCCN2CCOC(c3ccccc3)C2)cc1 (centres undefined)
→ i	0.0296	32.2
> O=C(O)c1cccc(-n2c(=S)[nH]c3ccccc3c2=O)c1
→ i	0.0937&0.0384	49.9&101.3
> O=C(Cc1cc(-c2ccc(F)cc2)on1)Nc1nccs1
→ i	0.0818	32.4
> COc1ccc(NC(=O)c2ccc(=O)n(CC(=O)Nc3ccc(OC(F)(F)F)cc3)n2)cc1
→ i	0.0724	51.3
> O=C(NCc1cc(-c2cccs2)on1)C12CC3CC(CC(C3)C1)C2
→ i	0.0631	53.9
> CS(=O)(=O)c1ccc(CC(=O)Nc2ccccc2-c2nc3ccccc3s2)cc1
→ i	0.0899	55.2
> CCc1ccc(S(=O)(=O)N2CCN(c3ccc4nnc(-c5ccco5)n4n3)CC2)s1
→ i	0.146	39.5
> COc1ccc2c(CC(=O)Nc3ccccc3-c3ccccc3)cc(=O)oc2c1
→ i	0.0861	56.3
> COc1cccc(Nc2nc(-c3ccc(Cl)cc3)nc3ccccc23)c1
→ i	0.111	3.9
> COc1ccc(-c2nnc(NC(=O)Cc3ccc(C(C)C)cc3)o2)cc1
→ i	0.107	84.1
> O=S(=O)(NCC(O)c1ccsc1)c1c(F)cccc1F (centres undefined)
→ i	0.0941	65.0
> CC1CCc2nc(NC(=O)Cc3ccc(S(C)(=O)=O)cc3)sc2C1 (centres undefined)
→ i	0.113	47.4
> O=C(Nc1nnc(-c2ccc(Cl)s2)o1)c1ccccc1
→ i	0.0997	57.6
> COc1ccc(Cl)cc1NC(=O)Nc1ccc(CN2CCN(C)CC2)cc1
→ i	0.0954	67.1
> COc1cccc(NC(=O)Nc2ccc3c(c2)CCC(=O)N3C)c1OC
→ i	0.0862	53.9
> O=C1CCS(=O)(=O)N1c1ccc(S(=O)(=O)N2CCCCC2)cc1
→ i	0.0821	55.0
> COC(=O)c1ccc(C(=O)NCC2CCN(C(=O)Nc3ccccc3OC)CC2)cc1
→ i	0.0312	35.8
> CCOC(=O)c1oc2ccccc2c1NC(=O)CCCS(=O)(=O)c1ccccc1
→ i	0.0474	75.3
> COc1ccc(C(=O)Nc2ccc3c(c2)CCC(=O)N3CCC(C)C)cc1
→ i	0.1	46.8
> COc1cc(S(=O)(=O)Nc2ccccc2C(=O)O)ccc1Br
→ i	0.117	47.0
> COc1ccc(CCNS(=O)(=O)CCNC(=O)c2ccccc2)cc1
→ i	0.0987	66.6
> Cc1oc2cc(OCc3ccc([N+](=O)[O-])cc3)ccc2c(=O)c1-c1ccccc1
→ i	0.0504	55.1
> O=C(CSc1nnc(-c2ccncc2)o1)NCc1ccccc1Cl
→ i	0.0365	46.8
> COc1ccccc1NC(=O)c1nnn(Cc2nc(-c3ccc(C)cc3)oc2C)c1C
→ i	0.0857	74.1
> Cc1cc(C)c2sc(N3CCN(C(=O)CS(=O)(=O)Cc4ccccc4)CC3)nc2c1
→ i	0.0956	61.8
> O=C(CN1C(=O)c2ccccc2S1(=O)=O)Nc1ccc(Nc2ccccc2)cc1
→ i	0.115	57.0
> CC(C)C(=O)NCCc1nc2ccccc2n1Cc1ccc(F)cc1
→ i	0.0621	40.1
> COc1ccc(CNC(=O)Cn2nc3c(c2NC(=O)c2ccco2)CSC3)cc1
→ i	0.132	48.2
> COc1cccc2cc(C(=O)NC3CCCCC3N3C(=O)CSC3=O)oc12 (centres undefined)
→ i	0.0753	59.1
> CCOc1cn2c(cc1=O)C(=O)N(CCNC(=O)c1ccccc1F)CC2
→ i	0.102	57.4
> O=C(NCCN1CCOCC1)c1ccc(N2CCCCS2(=O)=O)cc1
→ i	0.0944	47.6
> COc1ccc(OCCNC2CCCC2)cc1
→ i	0.0603	49.0
> CCSC1=NCCN1S(=O)(=O)c1ccc(Br)cc1
→ i	0.0724	49.5
> CCN(C1CCCCC1)S(=O)(=O)c1ccc(C(=O)Nc2nc(-c3cccnc3)cs2)cc1
→ i	0.109	59.6
> COc1ccc(-c2cc(CC(=O)Nc3ccc(F)c(F)c3F)no2)cc1
→ i	0.0695	42.8
> Cc1nc(N2CCCCC2)cc(N2CCN(C(=O)c3ncccn3)CC2)n1
→ i	0.165	65.6
> Cn1c(=O)c2c(SCCN3CCCC3)ccnc2n(C)c1=O
→ +	0.214*	39.0*

Some entries already given, showing only AMPAR-TARP mod glutamate slope and AMPAR-TARP mod agonism max-min.
Molecule,AMPAR-TARP mod glutamate slope,AMPAR-TARP mod agonism max-min
COc1ccc(CNC(=O)Cn2nc3c(c2NC(=O)c2ccco2)CSC3)cc1,48.2,0.132
O=C(NCCN1CCOCC1)c1ccc(N2CCCCS2(=O)=O)cc1,47.6,0.0944

New compounds follow
Each structure is followed by: AMPAR-TARP mod	AMPAR-TARP mod agonism max-min	AMPAR-TARP mod glutamate slope
> Cc1ccc(OCCCC(=O)Nc2nccs2)c(C)c1
→ i	0.0801	85.3
> O=C(NCCOc1ccc(F)cc1)c1cc(-c2ccco2)n(C2CCS(=O)(=O)C2)n1 (centres undefined)
→ i	0.0768	54.9
> COc1ccc(NC(=O)CC(C)n2nc(C)nc2C)cc1 (centres undefined)
→ i	0.102	64.2
> COc1ccc(Cl)cc1N1CC(c2nc3ccccc3n2CC(=O)NC(C)C)CC1=O (centres undefined)
→ i	0.0739	68.8
> COc1ccc(C(=O)N2CCN(c3ccc(-c4ccc(C)c(C)c4)nn3)CC2)c(OC)c1
→ i	0.0171	18.7
> CSc1cccc(NC(=O)Cn2cnc3c(-c4ccccc4)csc3c2=O)c1
→ i	0.114	46.8
> COc1ccccc1NC(=O)N1CCN(Cc2nc(-c3ccc(Cl)cc3)cs2)CC1
→ i	0.143	54.7
> CCc1cnc2c(c1N1CCC(C(=O)OC)CC1)c(=O)n(C)c(=O)n2C
→ i	0.0402	65.4
> O=C(c1cc([N+](=O)[O-])ccc1Cl)N1CCN(c2ncnc3c2nnn3-c2ccc(F)cc2)CC1
→ i	0.111	51.3
> Cc1cc(C)c2nc(NC(=O)CN3C(=O)c4ccccc4C3=O)sc2c1
→ i	0.0727	56.8
> CN(C)S(=O)(=O)N1CCN(Cc2nnnn2-c2ccccc2)CC1
→ i	0.0586	65.9
> O=C(c1c(F)cccc1F)N1CCC2(CC1)NC(=O)N(CCOc1ccccc1)C2=O
→ i	0.052	34.9
> Cc1ccc(CNC(=O)c2cc(-c3ccc(C)cc3)nc3c2c(C)nn3C2CCS(=O)(=O)C2)cc1 (centres undefined)
→ i	0.109	63.6
> CCS(=O)(=O)c1ccc(CC(=O)Nc2nc(-c3cc([N+](=O)[O-])cs3)cs2)cc1
→ i	0.0988	47.5
> CCOC(=O)CCn1c(=O)c2c(nc3n(-c4ccc(CC)cc4)c(C)cn23)n(C)c1=O
→ i	0.122	57.0
> CCOc1ccc(NC(=O)c2ccc(F)c(S(=O)(=O)N3CCC(C)CC3)c2)cc1
→ i	0.0974	58.2
> CCCOC(=O)c1cc2cc(OC)ccc2oc1=O
→ i	0.129&0.0902	61.7&125.4
> COc1ccc(S(=O)(=O)Nc2cccc(C)n2)cc1OC
→ i	0.104	50.1
> Cc1cc(C)n(CCN2CCCN(C(=O)c3cccc(-n4cnnn4)c3)CC2)n1
→ i	0.127	90.6
> O=S(=O)(NCC1CCN(c2ncccn2)CC1)c1c(F)cccc1F
→ i	0.0886	50.5
> COc1ccc(NS(=O)(=O)c2cc(C)c(C)cc2C)cc1N1CCCC1=O
→ i	0.0672	52.3
> Cc1ccc(-c2cc(=O)n(CC(=O)N3CCN(c4ccccc4F)CC3)cn2)cc1
→ i	0.0961	32.6
> CC1CCCCN1C(=O)CN1C(=O)c2ccccc2S1(=O)=O (centres undefined)
→ i	0.0729	44.2
> CSc1ccc(CC(=O)Nc2sc3c(c2C#N)CCCCC3)cc1
→ i	0.0767	56.5
> COc1ccccc1N1CCN(CCNS(=O)(=O)c2ccc(C)cc2)CC1
→ i	0.066	47.0
> COc1ccc(NC(=O)CN2CCN(C(c3ccccc3)c3ccccc3)CC2)cc1
→ i	0.0895	63.7
> O=C(NCC1(O)CCOCC1)C(=O)Nc1ccc2c(c1)OCCO2
→ i	0.101	64.0
> COc1ccc(-c2noc(-c3c(SC)nn(CC(=O)Nc4ccc(C(C)C)cc4)c3N)n2)cc1
→ i	0.174	53.0
> O=C(NC1CCCCC1N1C(=O)CSC1=O)c1ccccc1F (centres undefined)
→ i	0.0861	64.6
> O=C(NCC1CCN(C(=O)COc2ccccc2)CC1)Nc1ccccc1F
→ i	0.0709	65.5
> CC(C)Sc1ccc(CC(=O)NCC#CCN2CCc3ccccc3C2)cc1
→ i	0.0664	64.1
> CSc1ncccc1C(=O)N1CCC(CNC(=O)COc2ccccc2F)CC1
→ i	0.0546	45.7
> COc1ccc(OC)c(NC(=O)Cn2ncn3nc4c(c3c2=O)CCCC4)c1
→ i	0.127	50.3
> COc1ccc(OC2OC3COC(c4ccccc4)OC3C(O)C2NC(C)=O)cc1 (centres undefined)
→ i	0.0434	49.3
> COc1cccc(-c2noc(-c3cc(-c4ccccc4)n[nH]3)n2)c1OC
→ i	0.0885	61.1
> Cc1ccc2cccc(OC(=O)c3cc4cc([N+](=O)[O-])ccc4oc3=O)c2n1
→ i	0.0796	53.8

Source: PubChem BioAssay (Vanderbilt High Throughput Screening Facility)

An excerpt (hit frequency here may not be typical).
